HADH2 inhib: qHTS Assay for Inhibitors of HADH2 (Hydroxyacyl-Coenzyme A Dehydrogenase, Type II). 73,000 tested, 3.4% active. recombinant HADH2, NADH fluorescence, beta-hydroxybutyryl-CoA. Potency, µM (highest dose often 57.1 µM), inactives show top-dose activity change, negative = inhibition, most hits filed as inhibitors. AID 886, 2007; also: potency is read from the fitted curve at half-maximal effect; % is scaled to controls: 0 for no effect and ±100 for the full control effect; nearly all actives have a fitted effect of over 60% in size; many of its hits are not listed in these tables
Target sequence (Q99714 whole entry, looked up, one chain of several): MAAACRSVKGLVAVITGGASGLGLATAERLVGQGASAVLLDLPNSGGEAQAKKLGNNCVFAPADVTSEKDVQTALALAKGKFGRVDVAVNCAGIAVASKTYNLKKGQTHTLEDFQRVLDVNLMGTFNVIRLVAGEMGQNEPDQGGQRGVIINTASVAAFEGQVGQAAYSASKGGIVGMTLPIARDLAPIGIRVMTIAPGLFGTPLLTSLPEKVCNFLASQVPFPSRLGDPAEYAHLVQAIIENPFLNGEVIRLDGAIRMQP
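E. coli-expressed His-tagged HADH2 tested at 20 nM in alkaline Tris buffer (pH 9.0); oxidation of 90 uM beta-hydroxybutyryl-CoA with 1 mM NAD+ tracked fluorimetrically for 4 min.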
Rhodamine autofl: qHTS Assay for Spectroscopic Profiling in Rhodamine Spectral Region | max dye-equivalent concentration, M | AID 594, 2007 | Rhodamine-region fluorescence, 547/598 nm, Tris buffer; active compounds read high | 59,000 tested, 0.05% active; in the data active = max dye-equivalent concentration above about 11 nM; inconclusive = between about 1.1 nM and that limit
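Intensities are converted to rhodamine-equivalent concentration using a six-point rhodamine standard on each plate. Compounds sit 15 min at room temperature in 100 mM Tris buffer, pH 8.0; read uses the 547/598 nm excitation/emission pair.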
ALOX15 inhib: qHTS Assay for Inhibitors of 15-hLO (15-human lipoxygenase). purified 15hLO-1, xylenol orange hydroperoxide absorbance. Potency, µM (top dose mostly 57.1 µM), for inactives: at the highest dose activity change, negative = inhibition, hits mostly inhibitors. 74,000 tested, 1.4% active; also: potency is read from the fitted curve at half-maximal effect; % is scaled to controls: 0 for no effect and ±100 for the full control effect; nearly all actives have a fitted effect of over 55% in size
Target sequence (P16050 whole entry, looked up): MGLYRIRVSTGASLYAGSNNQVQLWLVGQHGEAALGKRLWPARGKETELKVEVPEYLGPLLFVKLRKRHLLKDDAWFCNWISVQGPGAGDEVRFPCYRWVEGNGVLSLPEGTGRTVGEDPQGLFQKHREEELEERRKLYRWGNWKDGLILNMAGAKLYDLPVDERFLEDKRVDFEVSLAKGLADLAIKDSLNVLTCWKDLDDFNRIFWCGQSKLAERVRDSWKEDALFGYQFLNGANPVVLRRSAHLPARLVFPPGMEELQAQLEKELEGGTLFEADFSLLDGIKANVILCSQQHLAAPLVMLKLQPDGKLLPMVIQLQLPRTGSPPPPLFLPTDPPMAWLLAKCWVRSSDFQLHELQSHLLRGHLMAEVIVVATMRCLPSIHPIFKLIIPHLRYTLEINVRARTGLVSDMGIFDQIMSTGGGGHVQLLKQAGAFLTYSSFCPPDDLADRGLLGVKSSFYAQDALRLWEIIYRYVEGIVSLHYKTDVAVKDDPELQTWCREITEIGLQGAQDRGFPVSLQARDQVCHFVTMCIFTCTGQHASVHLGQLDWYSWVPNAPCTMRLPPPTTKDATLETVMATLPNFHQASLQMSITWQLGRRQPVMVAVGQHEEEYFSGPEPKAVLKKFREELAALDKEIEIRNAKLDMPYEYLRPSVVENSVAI
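40 nM 15hLO-1 + cpd, 15 min RT; start w/ 50 uM AA (final), 6 min RT; stop/detect w/ 200 uM XO + 300 uM Fe(II) in 50 mM H2SO4, 30 min; A573/A405. Buffer 25 mM Hepes pH 7.5, 0.01% Triton X-100. No-enzyme wells as negative control.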
Tau fil binding: qHTS Assay for Tau Filament Binding; Microtubule-associated protein tau (Homo sapiens), P10636; recombinant tau filaments, thioflavin S fluorescence, 15 h; filaments grown with octadecylsulfate alongside compound; Potency, µM (titrated, usually from 57.1 µM), inactives show top-dose activity change, negative = inhibition; 71,000 tested, 2% active; AID 596, 2007;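 also: potency is read from the fitted curve at half-maximal effect; % is scaled to controls: 0 for no effect and ±100 for the full control effect; actives lower thioflavin S fluorescence by blocking filaments or displacing dye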
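Tau 2 uM in ThS buffer dispensed; compound added; 60 uM ODS added (finals 1 uM tau, 30 uM ODS); 15 h 37 C; fluor ex450/em510.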
Hsp90 Hop PPI: qHTS Assay for Disrupters of an Hsp90 Co-Chaperone Interaction. Hsp90 C-terminal peptide / TPR2A (Hop) interaction, human. AlphaScreen TPR2A-His6 binding biotin-Hsp90 C-terminal peptide. Potency, µM (series often up to 57 µM), inactives show at the top dose activity change, negative = inhibition. 71,000 tested, 0.44% active. AID 595, 2007; active = well fitted curve in either direction with a large enough effect; inconclusive = small, poorly fitted or top-dose-only effect, or another doubt; also: potency is read from the fitted curve at half-maximal effect; % is scaled to controls: 0 for no effect and ±100 for the full control effect; many of its hits are not listed in these tables
TexasRed autofl: qHTS Assay for Spectroscopic Profiling in Texas Red Spectral Region; Compound fluorescence, Texas Red channel, 547/618 nm; active compounds read high; max dye-equivalent concentration, M; 59,000 tested, 0.06% active; AID 587, 2007; in the data active = max dye-equivalent concentration above about 10 nM; inconclusive = between about 1.1 nM and that limit
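Pin-transferred compounds and Texas Red standards go into 100 mM Tris buffer, pH 8.0. After 15 min at room temperature, plates are imaged with 547/618 nm filters. Each value is a dye-equivalent concentration derived from the per-plate dye curve.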
ERK AVP block: qHTS Assay for Inhibitors of the ERK Signaling Pathway using a Homogeneous Screening Assay; HEK293-V1b, vasopressin-stimulated pERK AlphaScreen; Potency, µM (series often up to 57.5 µM), inactives show at the highest dose activity, negative = inhibition, hits mostly inhibitors; 72,000 tested, 0.99% active; AID 995, 2007; also: potency is read from the fitted curve at half-maximal effect; % is scaled to controls: 0 for no effect and ±100 for the full control effect; nearly all actives have a fitted effect of over 55% in size
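qHTS, compounds titrated on V1b-expressing HEK293 cells. Preincubation 30 min at 37C, vasopressin 25 nM for 5 min, lysis 10 min, bead incubation 5 hr at room temperature.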
FLuc inh: qHTS Assay for Inhibitors of Firefly Luciferase | Luciferin 4-monooxygenase (Photinus pyralis), P08659 | purified firefly luciferase, luminescence, 8 min | Potency, µM (series often up to 57.1 µM), for the others: top-dose activity change, negative = inhibition, actives largely listed as inhibitors | 72,000 tested, 2.2% active; also: potency is read from the fitted curve at half-maximal effect; % is scaled to controls: 0 for no effect and ±100 for the full control effect; nearly all actives have a fitted effect of over 40% in size
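qHTS concentration-response profiling: light output of P. pyralis luciferase with luciferin and 10 uM ATP, imidazole buffer pH 7.2. Read by luminescence after 8-min room-temperature incubation.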
DNA Pol III inh: qHTS Assay for Inhibitors of DNA Polymerase III Holoenzyme System; 71,000 tested, 0.25% active; AID 603, 2007; reconstituted DNA polymerase III holoenzyme replication, biochemical; Potency, µM (titrated, usually from 57.1 µM), for inactives: at the highest dose activity change, negative = inhibition; also: potency is read from the fitted curve at half-maximal effect; % is scaled to controls: 0 for no effect and ±100 for the full control effect
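Reconstituted *E. coli* holoenzyme (0.35 nM Pol III, 1 nM beta, 154 nM SSB, 2 nM primase) was preincubated with compound for 15 min at RT. Synthesis on 1.4 nM ssM13Gori ran 35 min, then was stopped with PicoGreen/EDTA and read as dsDNA fluorescence.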
CRE-bla Fsk: Cell signaling CRE-BLA (Fsk stim). AID 662, 2007. 71,000 tested, 2.5% active. Potency, µM (series often up to 38.2 µM), for inactives: at the highest dose activity change, negative = inhibition, most hits filed as activators. CHO CRE-bla reporter (cAMP response element driving beta-lactamase), forskolin EC10, beta-lactamase ratio; active = well fitted activation curve with a large enough effect in the signal ratio, with a control signal flat, not every such curve was filed as active; inconclusive = small, poorly fitted or top-dose-only effect, or effect the other way, or a change in a side signal; the % refers to the signal ratio; also: potency is read from the fitted curve at half-maximal effect; % of control where 0% means no effect
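CRE-bla CHO reporter cells treated with compound titration plus EC10 NKH 477 (water-soluble forskolin), incubated 3 h at 37 °C; CCF4 loading 2 h at room temperature, 460/530 nm emission ratio read, AC50 values derived for positive or negative modulators.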
HBB splice mod: qHTS Assay for Modulators of Hemoglobin Beta Chain Splicing; HBB splicing reporter cell assay, activation; EGFP reporter with mutant IVS2-654 intron; response scale: normalised to 500 nM splice-correcting PNA; Potency, µM (doses to about 46.1 µM), without a hit: top-dose activation, most hits filed as activators; 65,000 tested, 0.06% active; also: potency is read from the fitted curve at half-maximal effect; 0% is about no effect
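Compounds were applied for 2 days to HeLa EGFP-654 cells, 500/well in Optimem with 2% FCS. The reporter's EGFP is disrupted by mis-splicing of beta-globin intron IVS2-654. Readout: summed well GFP fluorescence from 488 nm laser scanning; reference was 500 nM antisense […] 654 PNA.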
Active calls of the source: *; i = inactive; ? = inconclusive; / = no result given; & = joins results of further samples; [ ] = another dose, or the depositor's remark. Unless noted, calls follow the shape of the dose curve; as a rule, active = well fitted curve in the direction sought with a large enough effect; inconclusive = small, poorly fitted or top-dose-only effect, or another doubt; inactive = no such curve, though single readings can be large; an effect the other way counts as inactive or inconclusive. A portion of the library. The share of hits here may be higher or lower than overall.

SMILES | HADH2 inhib | Rhodamine autofl | ALOX15 inhib | Tau fil binding | Hsp90 Hop PPI | TexasRed autofl | ERK AVP block | FLuc inh | DNA Pol III inh | CRE-bla Fsk | HBB splice mod
OCC(Cl)CCl (centres undefined) | -1.2% | / | -7.0% | 1.0% | -0.8% | / | -1.4% | / | -5.1% | -10.7% | 0.7%
O=[N+]([O-])c1ccc(Cl)c(Cl)c1Cl | -0.3% | / | 9.8% | 7.8% | -0.8% | / | 12.1% | / | 0.5% | -10.8% | 1.1%
CC(C)n1cc2c3c(cccc31)[C@@H]1C[C@H](C(=O)O[C@@H](C)[C@H](C)O)CN(C)[C@H]1C2 | -16.1% | i | 2.5% | 8.7% | -16.3% | i | ? | -13.6% | -3.3% | 1.3% | -0.5%
O=c1cccc2n1CC1CC2CN(Cc2ccc3c(c2)OCO3)C1 (centres undefined) | -21.2% | / | -3.8% | 4.8% | -2.1% | / | 2.2% | -3.1% | -4.6% | -6.8% | -0.5%[9.22 µM]
CC(C)C(=O)c1cn(Cc2ccccc2C#N)c2ccccc12 | 6.7% | i | -7.1% | 17.9% | 6.2% | i | -8.3% | 0.3% | -2.1% | 4.5% | 0.1%
C=CCN1C(=O)C2(C(C(=O)OCC)=C(N)Oc3ccccc32)c2c1c1ccccc1oc2=O (centres undefined) | -21.9% | i | -0.6% | 2.9% | -4.0% | i | -27.3% | 2.9% | -5.0% | -8.3% | -1.0%
Oc1c(Br)cc(Br)cc1Br | -11.9% | / | 4.7% | -11.2% | 1.8% | / | -10.4% | / | -10.1% | ? | 0.5%
CCC12CN3CCN(CC(C3)/C1=N\O)C2 | 59.0%[activator][11.4 µM] | / | 5.4%[11.4 µM] | 11.4%[11.4 µM] | -1.6%[11 µM] | / | -9.2% | 1.2% | -0.2%[11.4 µM] | ? | 2.2%[0.0738 µM]
O=C(c1ccc(Cl)cc1)C12CN3CN(CN(C3)C1)C2 | 1.1% | i | 9.9% | -9.5% | -3.2% | i | -12.5% | -0.5% | -7.3% | -0.8% | 0.2%[57.5 µM]
CCOC(=O)c1cncn1[C@@H](C)c1ccccc1 | -1.4%[25.6 µM] | i | 4.7%[25.6 µM] | -17.7%[25.6 µM] | 1.0%[26 µM] | i | -9.0%[25.7 µM] | -13.1%[25.5 µM] | -3.8%[25.6 µM] | -0.7%[17.1 µM] | 0.2%[20.6 µM]
CC[C@@H](CO)NC(=O)[C@H]1C=C2c3cccc4[nH]cc(c34)C[C@H]2N(C)C1 | 31.6µM* | / | -8.3%[25.6 µM] | 10.6% | -6.5% | / | -11.3% | -2.4% | -10.8% | -24.0% | /
CCn1c(=O)cc(SCC(=O)N2CCC3(CC2)OCCO3)c2ccccc21 | -1.0% | i | 6.3% | -23.2% | -1.1% | ? | -0.1% | -2.1% | -3.3% | ? | 0.4%[0.369 µM]
c1csc(CN2CCC3(CCNCC3)CC2)n1 | 2.0% | i | 63.1%[activator] | 8.7% | -3.6% | i | -0.5% | -1.7%[11.4 µM] | 1.3% | -2.3% | 4.0%
Cn1c2ccccc2c2c(C(=O)N3CCC4(CC3)OCCO4)cn(C3CCCCC3)c(=O)c21 | 31.6µM* | i | -6.0% | 8.0% | -8.2% | ? | -3.2% | -1.4% | 0.6% | ? | -1.1%
CCOc1ccc(N(CC)S(=O)(=O)c2ccc3c(c2)oc(=O)n3C)cc1 | -0.5% | i | 6.9% | -2.0% | -3.2% | i | 24.1% | -0.1% | -0.5% | 2.8% | 0.3%
COc1ccc(OC)c([C@H](O)[C@H](C)N)c1 | 0.1%[25.6 µM] | i | 7.7%[25.6 µM] | 6.2%[25.6 µM] | -0.6%[26 µM] | i | -6.1%[25.7 µM] | 14.9%[25.5 µM] | 0.6%[25.6 µM] | 4.4%[17.1 µM] | 1.3%[20.6 µM]
CC(=NCCN1CCOCC1)c1c(O)n(C2CCCCC2)c(=O)[nH]c1=O | -4.7% | i | -19.3% | -7.6% | -4.6% | i | 11.5% | -0.5% | -4.5% | ? | 1.0%[1.84 µM]
Cc1ccc(-n2nc(C)c3c2NC(=O)CSC3c2ccc3c(c2)OCO3)cc1 (centres undefined) | ? | i | -12.1% | -13.9% | -12.6% | i | -6.8% | -0.2% | -8.3% | 3.3% | -1.9%
CN(C)c1ccc(NC(=O)CN2C(=O)CN=C(c3ccccc3)c3ccccc32)cc1 | -9.8% | i | -16.0% | 1.5% | -21.7% | i | 5.9% | 2.4% | 1.7% | -9.3% | -3.8%
O=C(O)[C@@H](O)[C@@H](O)[C@@H]1[O][Sb][O][C@@H]1CO | 5.4%[11.4 µM] | i | -4.8%[11.4 µM] | 2.8%[11.4 µM] | -0.8%[11 µM] | i | -0.3%[11.5 µM] | 4.0%[11.4 µM] | -14.6%[11.4 µM] | 1.4%[7.6 µM] | -2.1%[9.22 µM]
NC[C@@H](CC(=O)O)c1ccc(Cl)cc1 | 13.2% | i | -4.8%&0.3%[25.6 µM] | ? | -1.9% | ? | 7.7% | -2.8% | -3.5% | -7.9% | 0.4%[20.6 µM]
Brc1cccc(-c2ccccc2)c1 | -9.8% | / | -1.1% | 5.4% | -2.8% | / | 14.7% | / | -7.1% | 3.3% | 1.0%
COc1ccc(CCNCc2ccccn2)cc1OC | -8.4% | i | 30.9%[activator] | 5.7% | -9.8% | ? | 0.2% | 0.7% | -0.6% | ? | 0.0%
CCCCN1C(=O)NC(=O)C2(Cc3cc(C)ccc3N(C)C2)C1=O (centres undefined) | 5.7% | i | 3.2% | 9.8% | -2.1% | i | -13.2% | 0.4% | -9.3% | 10.3% | -2.0%
OCCN1C2CCC1CC(O)(c1ccc(F)cc1)C2 (centres undefined) | -3.2% | i | 6.9% | -12.2% | 0.7% | ? | -5.9% | 0.7% | -4.5% | -4.8% | /
CC1=NN(c2ccc(S(=O)(=O)O)cc2C)C(=[OH+])[C@H]1N=Nc1cc(S(=O)(=O)O)ccc1C(=O)O.O.[Cr] | -3.5%[11.4 µM] | i | 9.0%[11.4 µM] | 0.8%[11.4 µM] | -3.0%[11 µM] | i | -4.2%[11.5 µM] | 2.4%[11.4 µM] | -16.4%[11.4 µM] | -4.4%[7.6 µM] | 2.2%[9.22 µM]
CC(=NCCCn1ccnc1)c1c(O)n(C)c(=O)n(C)c1=O | 8.9% | i | 11.8% | -2.7% | ? | i | 17.0% | 1.7% | 6.1% | 3.7% | -1.5%[57.5 µM]
CC(=NCCCN1CCOCC1)c1c(O)n(-c2ccccc2C)c(=O)[nH]c1=O | -11.0% | i | -26.4% | -0.3% | -0.5% | i | -18.3% | ? | -12.1% | ? | -1.4%
COP(=O)(OC)OC=C(Cl)Cl | -4.3%&-0.7% | / | ? | 11.1%&-2.7% | 3.4%&-5.6% | / | 17.2%&8.2% | / | -7.9%&0.0% | 7.1%&12.6% | 0.0%&0.7%
O=C(O)COc1ccccc1 | -3.3% | / | ? | -1.8% | -4.2% | / | -0.1% | / | 7.6% | -5.6% | 0.4%

Full records from above. Order of values: HADH2 inhib	Rhodamine autofl	ALOX15 inhib	Tau fil binding	Hsp90 Hop PPI	TexasRed autofl	ERK AVP block	FLuc inh	DNA Pol III inh	CRE-bla Fsk	HBB splice mod
COP(=O)(OC)OC=C(Cl)Cl in the list: -4.3%&-0.7%	/	?	11.1%&-2.7%	3.4%&-5.6%	/	17.2%&8.2%	/	-7.9%&0.0%	7.1%&12.6%	0.0%&0.7%
O=C(O)COc1ccccc1 in the list: -3.3%	/	?	-1.8%	-4.2%	/	-0.1%	/	7.6%	-5.6%	0.4%

High-throughput results: PubChem BioAssay, National Center for Advancing Translational Sciences (NCATS)
